PfG6PD inh = PfG6PD (Plasmodium falciparum) enzyme inhibition; PfGluPho enzyme, NADPH resazurin-diaphorase fluorescence; hit rate 0.78% among 350,000; AID 504690; inhibition, % at 20 µM;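 active = inhibition reaching at least a set limit at 20 µM in the primary screen, cut at about 59% in these data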;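 note: 0% = DMSO wells with substrate and 100% = DMSO wells lacking glucose-6-phosphate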
SENP7 block = SENP7 protease inhibition. inhibition, % at 5 µM. Q9BQF6. recombinant SENP7, Z-RLRGG-aminoluciferin luminescence, 40 min. hit rate 1.5% among 330,000;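 active = inhibition above about 50% at the single test dose, limit read from the data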;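 note: plate controls were DMSO with enzyme for no effect and no enzyme buffer wells for full effect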
SENP8 block-1 = SENP8 protease inhibition. AID 2540. purified SENP8, Z-RLRGG-aminoluciferin cleavage, luminescence. inhibition, % at 10 µM. hit rate 1.2% among 330,000. Q96LD8; in the data active = inhibition above about 50%
Target sequence (Q96LD8 whole entry, looked up): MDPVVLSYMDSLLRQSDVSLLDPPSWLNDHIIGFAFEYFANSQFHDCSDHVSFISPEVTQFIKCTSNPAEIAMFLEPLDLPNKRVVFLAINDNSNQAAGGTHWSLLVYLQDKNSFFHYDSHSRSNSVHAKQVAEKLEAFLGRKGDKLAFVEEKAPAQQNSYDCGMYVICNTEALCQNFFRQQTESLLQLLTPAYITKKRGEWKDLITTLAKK
SENP6 inh = SENP6 protease inhibition; Q9GZR1; inhibition, % at 10 µM; Recombinant SENP6 catalytic domain, aminoluciferin luminescence; AID 2599; hit rate 1.8% among 330,000;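 active = inhibition above about 50% at the single tested dose, limit read from the data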;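 note: plate controls were DMSO wells with enzyme for no effect and DMSO wells lacking enzyme for full effect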
Target sequence (Q9GZR1 628-1112 limits assumed): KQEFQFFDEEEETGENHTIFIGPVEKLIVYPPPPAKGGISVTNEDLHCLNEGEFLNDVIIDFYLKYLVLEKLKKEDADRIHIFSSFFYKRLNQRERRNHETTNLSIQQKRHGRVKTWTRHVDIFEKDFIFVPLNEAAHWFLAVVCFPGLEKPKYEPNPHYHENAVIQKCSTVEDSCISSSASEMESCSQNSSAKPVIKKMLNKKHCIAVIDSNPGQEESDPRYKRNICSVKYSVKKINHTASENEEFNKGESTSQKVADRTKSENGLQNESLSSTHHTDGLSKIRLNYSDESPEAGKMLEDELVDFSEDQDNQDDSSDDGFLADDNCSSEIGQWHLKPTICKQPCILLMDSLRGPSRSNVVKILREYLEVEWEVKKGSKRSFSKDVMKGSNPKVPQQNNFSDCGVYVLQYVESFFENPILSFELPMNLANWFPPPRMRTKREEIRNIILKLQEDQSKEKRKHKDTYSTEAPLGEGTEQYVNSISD
HKDC1 inh = inhibitors of human hexokinase HKDC1; Q2TB90; recombinant HKDC1, G6PDH/diaphorase resazurin coupled fluorescence; inhibition, % at 20 µM; hit rate 0.16% among 340,000;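 active = inhibition above about 35% when tested at 20 µM, limit read from the data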;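 note: plate controls were DMSO wells with enzyme for no effect and DMSO wells lacking enzyme for full effect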
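Material: recombinant HKDC1 hexokinase; Amount: HKDC1 at 5 µg/mL; Medium: Tris pH 8.0 buffer with MgCl2, Tween-20, BSA, BME; Schedule: 90 min reaction incubation at room temperature, dark; Technique: coupled resazurin fluorescence, excitation 525 nm, emission 613 nm.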
Apaf-1 inh = human Apaf-1 inhibition. reconstituted apoptosome caspase-3 activity, DEVD-Rh110 fluorescence. inhibition, % at 20 µM. hit rate 0.71% among 330,000; active = inhibition of at least 40% at 20 µM;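 note: plate controls were DMSO wells for no effect and DEVD-CHO caspase inhibitor wells for full effect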
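Assay system – apoptosome proteins · Medium – Hepes buffer, pH 7.5 · Also added – cytochrome c with DEVD-Rh110 · Timing – 30 min compound preincubation, 50 min activation, room temperature · Detection – Rh110 fluorescence, excitation 480 nm, emission 540 nm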
NALP3 yeast inh = inhibitors of NALP3 inflammasome in yeast. hit rate 0.39% among 330,000. AID 2825. inhibition, % at 10 µM. Yeast reconstituted NLRP3/ASC/caspase-1, beta-gal luminescence, 24 h;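 active = inhibition of 50% or more; inactive = inhibition below 50%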;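 note: plate controls were induced DMSO wells for no effect and uninduced yeast grown without galactose for full effect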
SENP8 block-2 = SENP8 (human) protease inhibition; AID 602440; hit rate 0.64% among 360,000; recombinant SENP8, Nedd8 substrate fluorescence; Q96LD8; inhibition, % at 20 µM; in the data active = inhibition mostly above about 40%, no sharp cut-off; inactive = mostly below about 27%
SENP1 FRET inh = blocks the human SENP1 SUMO protease catalytic domain. inhibition, % at 10 µM. recombinant SENP1 catalytic domain, CyPet-SUMO1-YPet FRET cleavage. Q9P0U3. AID 624204. hit rate 0.21% among 360,000;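 active = inhibition at least 30% at 10 µM, raw YFP signal under a set limit, fluorescence ratio 0.5 to 1.5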;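 note: 0% = enzyme with DMSO and 100% = no enzyme wells; some results filed as inactive read as strong as hits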
Target sequence (Q9P0U3 419-644 limits assumed): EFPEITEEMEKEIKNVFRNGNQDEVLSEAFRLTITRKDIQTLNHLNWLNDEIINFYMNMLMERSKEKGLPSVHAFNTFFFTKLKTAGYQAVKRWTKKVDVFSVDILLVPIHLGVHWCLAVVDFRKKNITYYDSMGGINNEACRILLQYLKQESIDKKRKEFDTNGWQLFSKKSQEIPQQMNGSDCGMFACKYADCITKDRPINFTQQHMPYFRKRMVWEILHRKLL
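material = recombinant human SENP1 catalytic domain, His6-tagged | quantity = 20 pM enzyme | reagent = 25 nM SUMO1 FRET substrate | compound dosing = 10 µM single point, 0.5% DMSO | timing = 50 min enzyme reaction, room temperature, light-protected | detection = FRET, CFP and YFP emission | control set = no-enzyme low, enzyme-DMSO high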
* marks the source's active call; other numbers are inactive results; nt = no result given.

Second line of a record: PfG6PD inh	SENP7 block	SENP8 block-1	SENP6 inh	HKDC1 inh	Apaf-1 inh	NALP3 yeast inh	SENP8 block-2	SENP1 FRET inh
> CCCCN(C)CCCNC(=O)c1cc(-c2cccs2)nc2ccccc12
→ -3	10	1	-10	-4	7	22	-299	2
> C/C(=N\NC(=O)C(=O)Nc1ccc(C)c(Cl)c1)c1ccncc1
→ 6	-8	-2	-10	9	-6	7	2	3
> c1ccc2[nH]c(CN3CCN(c4ncnc5c4oc4ccccc45)CC3)nc2c1
→ -1	-4	-11	-6	6	4	17	-2	-4
> Cc1ccccc1NC(=S)NC12CN3CN(CN(C3)C1)C2
→ -1	-3	-5	-16	-2	-5	5	8	-3
> Cn1c(=O)c2[nH]c(-c3ccccc3Cl)c(O)c2n(C)c1=O
→ 52	-2	-3	-10	-11	-5	2	-1	32*
> C[C@@H]1CN([C@@H](C)CO)C(=O)c2cc(NC(=O)Nc3ccccc3)ccc2O[C@H]1CN(C)C(=O)Nc1cccc2ccccc12
→ -4	10	-9	-5	5	8	23	-144	0
> CC(=O)Nc1cccc(OCc2ccc(F)cc2)c1
→ 5	3	-5	-5	-9	-4	24	15	2
> O=C(Nc1nnc(-c2ccccc2SCc2ccccc2F)s1)Nc1ccccc1F
→ -29	-4	4	-34	-4	10	2	-12	2
> O=C(NCCn1cc(SCc2ccccc2F)c2ccccc21)c1c(F)cccc1F
→ 50	0	5	-10	-5	11	20	23	2
> O=C(CCC1CCCNC1)c1ccccc1 (stereo not given)
→ nt	-3	-4	-15	nt	-11	13	nt	nt
> C=CCOc1ccc(CNn2cn[nH]c2=S)cc1OC
→ 26	-2	2	-7	-7	-10	-7	8	2
> CSc1cccc(NC(=O)COc2ccccc2)c1
→ 25	-5	-16	-1	0	2	11	5	0
> COC(=O)c1ccc(NC(=O)Nc2ccc(F)cc2F)cc1
→ 10	88*	64*	81*	-12	-3	21	4	-3
> O=C(CC12CC3CC(CC(Br)(C3)C1)C2)Nc1nncs1
→ -12	-3	0	-3	3	7	18	11	2
> O=C(COC(=O)/C=C/c1ccc(C(F)(F)F)cc1)NC1CCS(=O)(=O)C1 (stereo not given)
→ 4	-2	-1	-6	-2	16	9	13	1
> COc1ccc2c3c(cccc13)C(=O)N(O)C2=O
→ -11	nt	nt	nt	0	nt	nt	-437	-20
> CCOc1ccccc1C(=O)NCC(=O)NC(C)c1ccc(-n2ccnc2)cc1 (stereo not given)
→ -4	-8	-7	1	-1	-2	14	8	-3
> COc1ccc(C(=O)NC(C(=O)NCCc2ccc3c(c2)OCCO3)C(C)C)cc1 (stereo not given)
→ -3	2	-4	-1	-10	0	3	13	1
> Cc1ccc(-c2nnn(CC(=O)N3CCCCC3)n2)cc1
→ -15	-7	5	-5	-3	0	10	10	1
> O=C(CSc1n[nH]c(=O)n1C1CC1)N1N=C(c2ccc(Cl)cc2)CC1c1ccco1 (stereo not given)
→ 10	-2	0	0	-1	12	-6	21	1
> C=C(C1=CCN(S(=O)C(C)(C)C)[C@H]1CCO)c1ccccc1 (stereo not given in full)
→ -4	nt	nt	nt	-2	nt	nt	21	-6
> COc1ccc(CC(NC(C)=O)C(=O)NC2CCN(c3nnnn3-c3ccccc3)CC2)cc1 (stereo not given)
→ -22	1	-2	4	3	-8	4	12	0
> COc1ccc(NC(=O)c2cc(C)nn2-c2ccccc2)cc1
→ -1	-4	-4	-12	2	7	8	12	0
> Cc1ccc(OCCC(=O)OCC(=O)NNC(=O)c2ccccc2)cc1
→ -9	3	3	3	-2	6	7	1	1
> COc1ccc(N2CCN(C(=O)c3ccc(Cl)c(S(=O)(=O)N4CCCC4)c3)CC2)cc1
→ -10	1	-12	-4	-2	14	6	4	1
> CSc1ccccc1C(=O)Nc1ccc2c(c1)CCC2
→ 28	49	42	52*	-1	7	32	6	-1
> CCN1CNC(=S)N(c2cc(C)ccc2C)C1
→ -3	-5	-19	-9	-5	-2	12	12	0
> Cc1ccc(-c2cc3onc(-c4ccccc4)c3c(=O)n2C)cc1
→ 24	96*	92*	93*	6	16	14	4	-1
> CN1C(=O)C2(C(C#N)=C(N)Oc3n[nH]c(-c4ccc(Cl)cc4)c32)c2ccccc21 (stereo not given)
→ 17	9	-3	-11	-3	5	4	14	3
> Cc1c(NC(=O)c2cc(C(C)C)on2)c(=O)n(-c2ccccc2)n1C
→ -2	4	-3	-10	-6	-22	6	7	1

Later entries.
structure,PfG6PD inh,SENP7 block,SENP8 block-1,SENP6 inh,HKDC1 inh,Apaf-1 inh,NALP3 yeast inh,SENP8 block-2,SENP1 FRET inh
COc1ccc(CCNC(=O)CSc2nc3[nH]ncc3c(=O)n2-c2cccc(C(F)(F)F)c2)cc1OC,-7,-8,-5,-30,16,5,12,14,3
COc1ccc(OC)c(-n2c(=S)[nH]c3cc(C(=O)N4CCN(c5ccccc5)CC4)ccc3c2=O)c1,17,2,10,-18,0,-1,20,-12,0
O=C(CSc1n[nH]c(-c2cccnc2)n1)Nc1ccc([N+](=O)[O-])cc1Br,26,-2,4,5,46*,7,20,14,2
N#Cc1cccc(NC(=O)COC(=O)C2CCC2)c1,9,0,-1,-11,-5,5,-7,7,2
COc1ccc(-c2nnc(SC(C)C(=O)NC3CC3)o2)cc1 (stereo not given),-4,8,4,1,-2,-3,22,12,1
O=C(NC1CCCCC1)C(c1ccncc1)N(C(=O)Cn1nnc(-c2cccs2)n1)C1CCCC1 (stereo not given),-16,11,-9,-5,0,-6,2,-9,3
C=CCN1C(=O)C(CC(=O)Nc2ccc(OC)cc2)SC1=Nc1ccc(S(N)(=O)=O)cc1 (stereo not given),-4,-4,2,3,-3,-2,1,13,5
O=C1CC2(CCN(C(=O)c3ccc(F)c(F)c3)CC2)Oc2ccccc21,-16,5,-2,-9,0,12,27,-52,2
COc1ccc(N2CC(C(=O)NCCc3ccc(Cl)cc3)CC2=O)cc1 (stereo not given),9,-10,2,-11,-3,5,3,12,1
Cc1ccc(C(=O)N2N=C(CC(C)C)CC2(O)C(F)(F)F)o1 (stereo not given),11,3,-4,9,-7,12,23,5,3
CCOC(=O)C1CCN(S(=O)(=O)c2ccc3c(c2)CC(C)N3C(=O)C2CCC2)CC1 (stereo not given),-16,1,-2,-11,-5,11,-1,11,1
COC(=O)c1ccc(N)cc1O,-2,-14,-2,-17,2,11,6,11,1
Cc1cc(C)nc(SC2CCOC2=O)n1 (stereo not given),-2,4,2,-7,-4,-11,22,11,-1
C/C(=N\NC(=O)CNc1cccc2ccccc12)c1ccccc1,12,19,54*,73*,1,83*,15,-351,-13
CCOC(=O)c1sc(/N=C/Nc2nc(C)c(C(=O)OCC)s2)nc1C,6,nt,nt,nt,0,nt,nt,35,3
O=C(c1ccsc1)N1CCCC(Nc2ccc(F)c(F)c2)C1 (stereo not given),-1,-9,-13,-12,0,7,-5,-4,1
CC(NC(=O)C1CCC1)c1ccc(Br)cc1 (stereo not given),3,9,3,12,5,4,5,12,1
COc1cc(OC)cc(C(=O)NCCc2ccc(OC)c(OC)c2)c1,-4,3,10,-2,-3,-15,18,12,1
COc1ccc(N2CCCn3c2nc2c3c(=O)n(Cc3ccccc3)c(=O)n2C)c(OC)c1,9,4,5,13,0,-13,-3,17,-3
Cc1ccc(C)c(N2CCN(C(=O)c3ccc(NC4=NC5CS(=O)(=O)CC5S4)cc3)CC2)c1 (stereo not given),12,4,0,-15,-8,2,5,14,1
O=C(O)Cc1sc(Nc2ccc(Cl)cc2)nc1-c1cccs1,44,4,27,35,13,15,17,nt,nt
O=C1NCCn2ccc(=O)cc21,-6,2,6,7,-3,-12,8,13,5
COc1ccccc1N1CCN(S(=O)(=O)CC23CCC(CC2=O)C3(C)C)CC1 (stereo not given),15,-2,3,23,-11,-25,0,13,-1
CCCC(c1nnnn1Cc1ccccc1)N1CCC(C(N)=O)CC1 (stereo not given),-18,-4,0,-15,3,-4,0,9,-3
COc1ccccc1-c1nnc(SCC(=O)O)n1C,-2,-5,6,-31,-6,-3,4,8,1

Another view of some results above.
> O=C(CSc1n[nH]c(-c2cccnc2)n1)Nc1ccc([N+](=O)[O-])cc1Br
  PfG6PD inh: 26 | SENP7 block: -2 | SENP8 block-1: 4 | SENP6 inh: 5 | HKDC1 inh: 46* | Apaf-1 inh: 7 | NALP3 yeast inh: 20 | SENP8 block-2: 14 | SENP1 FRET inh: 2

> N#Cc1cccc(NC(=O)COC(=O)C2CCC2)c1
  PfG6PD inh: 9 | SENP7 block: 0 | SENP8 block-1: -1 | SENP6 inh: -11 | HKDC1 inh: -5 | Apaf-1 inh: 5 | NALP3 yeast inh: -7 | SENP8 block-2: 7 | SENP1 FRET inh: 2

The listing continues.
structure,PfG6PD inh,SENP7 block,SENP8 block-1,SENP6 inh,HKDC1 inh,Apaf-1 inh,NALP3 yeast inh,SENP8 block-2,SENP1 FRET inh
Cc1cc(C)nc(Nc2cccc(Cl)c2)n1,-1,5,-20,-33,-4,-10,32,6,-2
O=C(COc1ccc(CO)cc1Cl)Nc1ccc(F)cc1,-21,13,-11,-40,-1,8,8,26,3
COc1cccc(S(=O)(=O)NCc2ccc(C(=O)Nc3cccc(Cl)c3)cc2)c1,12,6,-8,-10,1,23,2,15,0
O=C(Cc1c[nH]c2ccccc12)Nc1ccc(N2CCOCC2)cc1,4,-3,-12,-8,2,-22,-12,21,1

Random excerpt: 5 compounds from above
structure,PfG6PD inh,SENP7 block,SENP8 block-1,SENP6 inh,HKDC1 inh,Apaf-1 inh,NALP3 yeast inh,SENP8 block-2,SENP1 FRET inh
CN1C(=O)C2(C(C#N)=C(N)Oc3n[nH]c(-c4ccc(Cl)cc4)c32)c2ccccc21 (stereo not given),17,9,-3,-11,-3,5,4,14,3
CSc1ccccc1C(=O)Nc1ccc2c(c1)CCC2,28,49,42,52*,-1,7,32,6,-1
Cc1ccc(C(=O)N2N=C(CC(C)C)CC2(O)C(F)(F)F)o1 (stereo not given),11,3,-4,9,-7,12,23,5,3
c1ccc2[nH]c(CN3CCN(c4ncnc5c4oc4ccccc45)CC3)nc2c1,-1,-4,-11,-6,6,4,17,-2,-4
C=CCN1C(=O)C(CC(=O)Nc2ccc(OC)cc2)SC1=Nc1ccc(S(N)(=O)=O)cc1 (stereo not given),-4,-4,2,3,-3,-2,1,13,5

Source: PubChem
